# PTK2B oligo ant = antagonists of Pyk2 self-association, primary screen, Q293 cells, FERM NanoBiT luminescence, HTS; AID 1347419, 2020; active compounds read low; Protein-tyrosine kinase 2-beta (Homo sapiens), Q14289; hit rate 0.83% among 99,000; z-score (the deposit names both 25 µM and 10 µM);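 active = Z-score of -3 or lower, scaled per plate to the spread of control and sample wells; inactive = z-score above -3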;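 also: negative z-score means lost luminescence so less FERM oligomerization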
# Target sequence (Q14289 whole entry, looked up): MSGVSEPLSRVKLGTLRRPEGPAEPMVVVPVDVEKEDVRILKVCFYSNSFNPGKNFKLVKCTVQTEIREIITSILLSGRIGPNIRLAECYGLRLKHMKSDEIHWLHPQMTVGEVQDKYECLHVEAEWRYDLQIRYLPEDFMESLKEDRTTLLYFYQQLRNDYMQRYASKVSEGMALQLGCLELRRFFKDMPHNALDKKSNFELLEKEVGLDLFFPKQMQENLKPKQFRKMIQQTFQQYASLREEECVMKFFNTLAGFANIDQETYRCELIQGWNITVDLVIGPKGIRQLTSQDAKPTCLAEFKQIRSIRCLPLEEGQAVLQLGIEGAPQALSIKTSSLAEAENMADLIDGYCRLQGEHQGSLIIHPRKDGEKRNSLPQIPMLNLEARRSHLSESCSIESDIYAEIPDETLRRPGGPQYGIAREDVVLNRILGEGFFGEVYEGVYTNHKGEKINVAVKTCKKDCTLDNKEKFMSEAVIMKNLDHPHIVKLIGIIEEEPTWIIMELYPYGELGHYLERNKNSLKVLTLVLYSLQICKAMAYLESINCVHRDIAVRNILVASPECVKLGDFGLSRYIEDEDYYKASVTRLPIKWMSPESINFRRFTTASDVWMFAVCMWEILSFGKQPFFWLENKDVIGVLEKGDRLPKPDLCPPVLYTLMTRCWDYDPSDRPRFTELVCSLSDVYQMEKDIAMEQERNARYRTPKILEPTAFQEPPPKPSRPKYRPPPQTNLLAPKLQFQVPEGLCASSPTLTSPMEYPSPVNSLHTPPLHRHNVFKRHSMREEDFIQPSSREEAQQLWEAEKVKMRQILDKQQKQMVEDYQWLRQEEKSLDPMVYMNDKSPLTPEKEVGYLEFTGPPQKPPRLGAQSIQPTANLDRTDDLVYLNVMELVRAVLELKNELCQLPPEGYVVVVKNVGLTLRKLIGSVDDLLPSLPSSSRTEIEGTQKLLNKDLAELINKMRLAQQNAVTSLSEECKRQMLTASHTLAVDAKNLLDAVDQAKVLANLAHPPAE
# * = called active by the depositor. These rows are one share of the data, so the mix of outcomes need not match the whole.
SMILES,PTK2B oligo ant
CN(C)c1ccc(NC(=O)CSc2nc3c(c(=O)[nH]2)CCCC3)cc1,0.18
COC(=O)N/N=C/c1cc(Cl)c(OCc2ccc(F)cc2)c(OC)c1,0.96
CCOc1ccc(S(=O)(=O)N(C)c2ccc(OCC(=O)Nc3ccc4[nH]c(=O)[nH]c4c3)cc2)cc1,1.26
O=C(NC(C(=O)c1ccccc1)N1CCCCC1)c1ccccc1 (configuration not stated),0.89
O=C(COc1cccc2ccccc12)NNC(=O)c1cnccn1,-0.01
CCOC(=O)c1cnc(NCc2ccccc2)nc1C,-0.69
Cc1nc(Nc2ccc3c(c2)OCCO3)c2nnn(Cc3ccccc3Cl)c2n1,-2.87
CN1CCN(C(=O)CSc2nc(-c3ccncc3)ccc2C#N)CC1,-0.05
Fc1ccccc1/C=C/c1ccc2ccccc2n1,-0.43
O=C(COC(=O)Cn1cnc2ccccc21)NCCC1=CCCCC1,-0.37
O=S(=O)(NC1CCCCC1)c1ccc(Br)cc1,-0.96
O=C(NCc1ccc(-c2nc3ccccc3s2)cc1)c1ccco1,-0.19
Cc1ccccc1S(=O)(=O)Cc1ccc(C(=O)NCCN2CCCCC2C)o1 (configuration not stated),0.37
Cc1cccc(C)c1NC(=O)COC(=O)COc1ccc2c(C)cc(=O)oc2c1,1.03
COC(=O)c1ccccc1NC(=O)CSc1nnc(-c2ccncc2)o1,-0.23
COc1cccc(NC(=O)COC(=O)CNS(=O)(=O)c2c(F)cccc2F)c1,0.51
O=C(COc1ccc(Cl)cc1)OCC(=O)N1CCCC1,1.57
Cc1nn(CC(=O)NCC2CCCO2)c(=O)c2ccccc12 (configuration not stated),-0.35
NC(=O)c1ccccc1NC(=O)CCc1ccccc1,-0.29
CC(=O)c1cc(C#N)c(SCc2ccncc2)nc1C,-0.35
OC(COCc1ccco1)CN1CCN(c2ccccc2)CC1 (configuration not stated),1
CC1CCCCN1S(=O)(=O)c1ccc(NC(=O)c2cccc(-n3cnnn3)c2)cc1 (configuration not stated),-0.71
Cc1ccc(C(C(=O)NC2CCCCC2)N2CCCC2)cc1 (configuration not stated),1.33
Cc1ccccc1-n1c(C)nnc1SCc1cc(=O)oc2ccc3ccccc3c12,-2.54
CCCC(C(=O)NC1CCCC1)N(Cc1cccs1)C(=O)c1snc(C(N)=O)c1N (configuration not stated),-1.54
CCC(C)(C)NC(=O)/C=C/c1cccs1,0.98
CCCN(CCC)C(=O)CCS(=O)(=O)c1cccc2nsnc12,-0.12
CC(=O)Nc1ccc(NC(C)=O)s1,0.06
Cc1ccc(-c2csc3nc(C)n(-n4cccc4)c(=O)c23)o1,0.01
COc1cc(/C=N/Nc2nc3ccccc3[nH]2)ccc1O,-0.49
COC(=O)CN(c1cc(Cl)ccc1OC)S(=O)(=O)c1ccc(OC)c(OC)c1,-0.58
Cc1c(C(=O)Nc2ccc(-c3nnc4n3CCCCC4)cc2)oc2ccc(Br)cc12,-0.14
O=C(COC(=O)c1ccco1)Nc1ccc2c(c1)OCO2,-0.75
C/C(=N/NC(=O)c1ccco1)c1cccc(NC(=O)c2ccc(C)s2)c1,-0.73
O=C(CN1CCN(C(=O)c2ccco2)CC1)Nc1ccc(Cl)c(C(F)(F)F)c1,2.15
Cc1cc(-c2n[nH]c(=S)n2-c2ccccc2)nn1C,0.2
CCOc1ccccc1OCCCC(=O)Nc1ccc(OC)nc1,0.53
Cc1cc(C(=O)N2CCN(S(C)(=O)=O)CC2)sc1-c1ccccc1,-0.29
Cc1c(Cc2ccccc2)c(=O)oc2c(CN(C)C)c(O)c(Cl)cc12,-0.1
Clc1ccccc1OCCn1cnc2ccccc21,0.39
CCOC(=O)C1=C(C)OC(N)=C(C(=O)OCC)C1c1ccncc1 (configuration not stated),-0.62
COc1ccc(NC(=O)Cn2c(C)cc(=O)c3cccc(OC)c32)cc1,0.29
CCCCOc1ccc(/C(O)=C2/C(=O)C(=O)N(CCN(C)C)C2c2ccc(O)c(OC)c2)cc1 (configuration not stated),-0.95
Cc1ccc(Cn2ncc(Cl)c(Cl)c2=O)cc1,0.14
CC(=O)c1c(C)nc2ccccn12,0.36
COc1cccc(-n2c(SCc3cc(=O)oc4cc(O)c(O)cc34)nc3ccccc3c2=O)c1,-2.61
Cc1ccccc1NC(=O)COC(=O)Cc1cccc(C(F)(F)F)c1,-0.02
O=C(C1CSC2(c3ccc(F)cc3)CCC(=O)N12)N1CCCCCC1 (configuration not stated),0.19
COc1ccc(NC(=O)c2c(-c3ccccc3Cl)noc2C)c(OC)c1,-0.97
O=C(NCc1ccco1)c1ccc(Br)s1,-0.3
Cc1ccc(C2(C)NC(=O)N(CC(=O)Nc3ccc4c(c3)OCO4)C2=O)cc1 (configuration not stated),0.4
CCCN(CCC)CCSc1nc(O)c(C(C)C)c(=O)[nH]1,1.92
CCOC(=O)C(CCc1nnc(N)s1)C(=O)OCC,-0.53
O=C(OCC(=O)c1cccs1)c1ccccc1,1.4
O=C(CN(C(=O)Cn1nnc(-c2cccs2)n1)c1cnc2ccccc2c1)NCC1CCCO1 (configuration not stated),0.51
CC12CN3CC(C)(CN(C1)C3c1cc3ccccc3[nH]1)C2=O (configuration not stated),-0.58
Cc1cc(NCc2ccccc2Cl)n2nnnc2n1,-0.04
O=S(=O)(c1ccccc1)N1CCC(N2CCCCCC2)CC1,2.66
Cc1cccc(CN2CCN(CC(=O)NCCCN3CCCC3=O)C2=O)c1,-0.26
O=C1NCC(O)=C1C=NCCCO,1.11

# Seven records drawn at random from those above:
SMILES,PTK2B oligo ant
CCCN(CCC)C(=O)CCS(=O)(=O)c1cccc2nsnc12,-0.12
Cc1ccc(C2(C)NC(=O)N(CC(=O)Nc3ccc4c(c3)OCO4)C2=O)cc1 (configuration not stated),0.4
CCCCOc1ccc(/C(O)=C2/C(=O)C(=O)N(CCN(C)C)C2c2ccc(O)c(OC)c2)cc1 (configuration not stated),-0.95
O=C(NCc1ccc(-c2nc3ccccc3s2)cc1)c1ccco1,-0.19
O=C(CN(C(=O)Cn1nnc(-c2cccs2)n1)c1cnc2ccccc2c1)NCC1CCCO1 (configuration not stated),0.51
NC(=O)c1ccccc1NC(=O)CCc1ccccc1,-0.29
CCOC(=O)C(CCc1nnc(N)s1)C(=O)OCC,-0.53

# The list goes on:
SMILES,PTK2B oligo ant
CC(=C/c1ccccc1)/C=N/NC(=O)c1cc(C)oc1C,-0.05
Cc1[nH]c(=O)[nH]c(=O)c1S(=O)(=O)N1CCOCC1,0.65
O=C(Nc1ccc(N2CCOCC2)cc1)c1cc2ccccc2o1,0.64
O=C(NN=C1CCCCCCCCCCC1)c1ccccc1F,-0.58
O=S(=O)(c1cccc(-c2nnc(SC(F)F)n2-c2ccccc2)c1)N1CCCCC1,-0.03
CC(C)C(OC(=O)c1ccco1)C(=O)NCc1ccco1 (configuration not stated),0.4
COCCNC(=O)C(c1ccc(C)o1)N(Cc1ccc(OC)cc1)C(=O)Cn1nnc2ccccc21 (configuration not stated),-0.49
S=C(NCc1ccco1)Nc1ccc(Cl)cc1,0.95
O=C(O)C1CSC(CCc2ccccc2)N1 (configuration not stated),0.74
Cc1cc(Br)ccc1NC(=O)c1ccccc1-c1ccccc1,-1.37
CCOc1c(C)cc2[nH]c(CCC(=O)O)nc2c1C,-0.06
O=C(CCn1c(=O)c2ccccc2n(Cc2cccc([N+](=O)[O-])c2)c1=O)N1CCc2ccccc2C1,0.78
N=c1c2c3c(sc2nc2n1CCCCC2)CCCCC3,0.06
Cc1nc2ccccc2c2oc(C(=O)NCc3ccccn3)cc12,0.22
CC1(C)Cc2c(sc3c2c(=O)n(Cc2ccccc2)c2nncn32)CO1,0.16
CN1CCN(C(=O)c2cnn(-c3ccccc3)c2NC(=O)c2cccs2)CC1,0.38
O=C(OCc1cc(=O)n2c(n1)sc1ccccc12)c1ccc2c(=O)n3c(nc2c1)CCC3,1.04
Cc1ccc(/C=C/C(=O)Nc2nc3ccccc3[nH]2)cc1,-0.67
COc1ccc(CC(C)N2CCN(c3ccccc3OC)CC2)cc1OC (configuration not stated),-0.3
COc1ccc(-c2csc(NCc3ccco3)n2)cc1C,0.14
O=C(Nc1nnc(CSCc2ccc(F)cc2)s1)c1cccc([N+](=O)[O-])c1,-1.28
CCOC(=O)c1c(C)[nH]c(C(=O)COC(=O)CNC(=O)c2ccc(Cl)cc2Cl)c1C,-0.34
c1ccc(-c2nnc3sc(CN4CCC5(CC4)OCCO5)cn23)cc1,-0.19
CC1CC(=O)N(CC(=O)NCc2ccco2)c2ccccc2S1 (configuration not stated),0.02
Cc1cccc(/C=N/NC(=O)c2cc(-c3cccnc3)nc3c2c(C)nn3-c2ccccc2)c1,-0.72
C/C(=N/NC(=O)c1ccc(Br)o1)C(C)C,0.11
c1nc(NCCN2CCOCC2)c2sc3nc(N4CCOCC4)c4c(c3c2n1)CCC4,2.48
COc1ccc2nc(NC(=O)CSc3nnc(N)s3)sc2c1,-0.07
COCCn1nnnc1CN(Cc1cccnc1)Cc1cc2cc(OC)ccc2[nH]c1=O,2.19
CCOC(=O)COc1ccc(C2NC(C(=O)O)CS2)cc1 (configuration not stated),0.73
Cc1nn(-c2ccccc2)c(Cl)c1C(=O)Nc1nnc(C2CCCC2)s1,-0.61
COc1ccc(-c2cc(C(=O)Nc3c(Cl)cc(Cl)cc3Cl)c3ccccc3n2)cc1OC,0.04
CSc1nc2ccc(NS(=O)(=O)c3c(Cl)cccc3Cl)cc2s1,-0.7
COc1ccc(OCCC(=O)OCC(=O)NCc2ccco2)cc1,0.46
CCC(C)n1c(=O)c(C(=O)Nc2ccccc2S(N)(=O)=O)c(O)c2ccccc21 (configuration not stated),-1.27
CC(C)OP(=O)(OC(C)C)C(Nc1ccccc1)c1ccc2c(c1)OCO2 (configuration not stated),0.54
CC1(C)Oc2ccc3ccc(=O)oc3c2/C(=C/Nc2ccccn2)C1=O,-2.17
O=P1(O)C=C(c2ccccc2)OC(c2ccccc2)=C1,1.13
CN(C(=O)CSc1nnc2ccccn12)c1c(N)n(Cc2ccccc2)c(=O)[nH]c1=O,0.69
CNC(=O)/C(C#N)=C/c1c(N2CC(C)OC(C)C2)nc2ccccn2c1=O (configuration not stated),0.29

# Part of the list above in order of number of heavy atoms, smallest number first:
SMILES,PTK2B oligo ant
COc1ccc2nc(NC(=O)CSc3nnc(N)s3)sc2c1,-0.07
c1ccc(-c2nnc3sc(CN4CCC5(CC4)OCCO5)cn23)cc1,-0.19
CC(C)OP(=O)(OC(C)C)C(Nc1ccccc1)c1ccc2c(c1)OCO2 (configuration not stated),0.54
CN(C(=O)CSc1nnc2ccccn12)c1c(N)n(Cc2ccccc2)c(=O)[nH]c1=O,0.69

# Single entries from above:
# CC(C)OP(=O)(OC(C)C)C(Nc1ccccc1)c1ccc2c(c1)OCO2 (configuration not stated) @ PTK2B oligo ant = 0.54
# Cc1cccc(/C=N/NC(=O)c2cc(-c3cccnc3)nc3c2c(C)nn3-c2ccccc2)c1 @ PTK2B oligo ant = -0.72
# CSc1nc2ccc(NS(=O)(=O)c3c(Cl)cccc3Cl)cc2s1 @ PTK2B oligo ant = -0.7
# CCC(C)n1c(=O)c(C(=O)Nc2ccccc2S(N)(=O)=O)c(O)c2ccccc21 (configuration not stated) @ PTK2B oligo ant = -1.27

# (list continues)
SMILES,PTK2B oligo ant
O=C(CC1(O)C(=O)N(C/C=C/c2ccccc2)c2ccccc21)c1ccccn1 (configuration not stated),-0.63
Cc1cccc2sc(N(CCN(C)C)C(=O)/C=C/c3cccs3)nc12,-0.87
Cc1cccc2nc(CSc3nc4[nH]ncc4c(=O)n3-c3cccc(Cl)c3)cc(=O)n12,-1.12
C=CCn1c(SCC(=O)NC23CC4CC(CC(C4)C2)C3)nc(O)cc1=O,0.01
CCC(C)N(C(=O)Cn1nnc2ccccc21)C(C(=O)NCc1ccco1)c1cccc(OC)c1 (configuration not stated),0.11
O=C(CSc1nc2cc([N+](=O)[O-])ccc2n1-c1ccc(F)cc1)NC1CCS(=O)(=O)C1 (configuration not stated),1.42
Cn1c(=O)cc(SCC(=O)N2CCCC2)c2ccccc21,0.28
CCOC(=O)c1c(N)sc(C(=O)Nc2ccc3c(c2)OCO3)c1C,0.04
COc1c(Cl)ccc(Cl)c1C(=O)OCC(=O)O,1.7
O=C(c1cnc2ccccn2c1=O)N1CCCc2ccccc21,-0.62
Cc1nnc(NCc2n[nH]c(=O)c3ccccc23)c2ccccc12,1.5
Cc1ccc(C(C(=O)NCc2ccco2)N(CCc2ccccc2)C(=O)Cn2nnc3ccccc32)o1 (configuration not stated),-0.59
CONc1nc(NC(C)(C)C)nc(OCC#N)n1,-0.12
CN1CCC(C2(O)c3ccccc3CCc3ccccc32)CC1,1.03
Cc1ccc(C)c(NC(=O)CSc2nnc(-c3ccco3)o2)c1,-0.12
CC1CCN(S(=O)(=O)c2ccc(NC(=O)c3cccs3)cc2)CC1,-1.38
COc1ccc(CCNS(=O)(=O)c2cccc(S(=O)(=O)N3CCCC3)c2)cc1OC,-0.35
Cc1cccc(NC(=O)CCn2nc(C)cc2C)c1,0.08
Cc1nc2cc3nc(C)sc3cc2s1,-0.41
CN(C)C(=O)N1CCCC(C(=O)NCc2ccccc2Cl)C1 (configuration not stated),0.42
O=C(N=C1c2ccccc2CN1c1ccc(F)cc1)c1ccc(Cl)nc1,0.26
CC(C)CC(c1nnnn1CC1CCCO1)N1CCN(C2CCCC2)CC1 (configuration not stated),1.11
COc1ccc(Nc2nc(NCc3ccco3)nc(N/N=C/c3ccc(O)cc3)n2)cc1,-2.68
O=C1c2ccccc2C(=O)N1CCc1nc(-c2ccccn2)no1,-0.08
CCN(CCCNC(=O)C1CCN(S(=O)(=O)CC)CC1)c1ccccc1,1.68
CCC(C)NC(=O)CN(c1ccc(OC)cc1)S(=O)(=O)c1ccc(NC(C)=O)cc1 (configuration not stated),-0.11
Cn1c(=O)oc2cc(S(=O)(=O)NCCC(=O)NCCc3ccccc3)ccc21,0.77
CCCN(CCC)S(=O)(=O)c1ccc(C(=O)NNc2nc(-c3ccccc3)c3cc(Br)ccc3n2)cc1,0.17

# Assay outcomes as filed in PubChem BioAssay.
